# CHRM5 agonist: agonists of human muscarinic M5 receptor (CHRM5). CHO-K1 hM5 cells, Fluo-8 calcium fluorescence; 0% DMSO wells, 100% maximal acetylcholine response. activation, % at 3 µM. 360,000 compounds, 0.19% hits. AID 624037. P08912;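 active = activation above the run's mean over test compounds plus 3 SD, cut at about 23% in these data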;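 note: signal is peak over basal fluorescence ratio across the kinetic read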
# Target sequence (P08912 whole entry, looked up): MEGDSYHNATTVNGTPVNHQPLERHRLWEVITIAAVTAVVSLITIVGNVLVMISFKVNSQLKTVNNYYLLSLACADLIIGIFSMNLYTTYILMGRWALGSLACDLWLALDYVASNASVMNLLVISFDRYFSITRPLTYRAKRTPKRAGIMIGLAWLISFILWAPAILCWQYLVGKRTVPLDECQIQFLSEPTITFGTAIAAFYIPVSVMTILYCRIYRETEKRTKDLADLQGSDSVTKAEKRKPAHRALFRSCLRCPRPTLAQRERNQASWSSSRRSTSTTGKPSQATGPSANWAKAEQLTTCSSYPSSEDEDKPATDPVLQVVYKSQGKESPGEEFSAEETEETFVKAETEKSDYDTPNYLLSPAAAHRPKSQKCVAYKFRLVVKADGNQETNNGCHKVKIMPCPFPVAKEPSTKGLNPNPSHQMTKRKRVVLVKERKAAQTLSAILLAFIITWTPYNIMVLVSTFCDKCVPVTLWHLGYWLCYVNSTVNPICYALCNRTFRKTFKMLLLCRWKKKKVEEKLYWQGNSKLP
# CHRM5 PAM: potentiates acetylcholine response at human M5 receptor | CHO-K1 hM5, Fluo-8 calcium, ACh EC20 PAM; 0% = ACh EC20, 100% = ACh EC100 | activation, % at 3 µM | 360,000 compounds, 0.3% hits;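 active = activation above the run cutoff, the mean activation of all test compounds plus 3 SD, cut at about 18% in these data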
#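 system = human M5 receptor in CHO-K1 cells | compound = one concentration, 3 µM final (nominal) | schedule = Post-acetylcholine fluorescence recording 140 s | signal = Fluo-8 calcium dye fluorescence, kinetic read | benchmarks = low control EC20 acetylcholine (0%), high control EC100 acetylcholine (100%) | repeats = singlicate, one well per test compound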
# CHO-K1 Ca ag: nonselective activator or artifact in parental CHO-K1 cells; Fluo-8 calcium fluorescence; scaled to maximal ATP response, vehicle zero; activation, % at 3 µM; 360,000 compounds, 0.48% hits; AID 602248; in the data active = activation above about 15%;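 note: untransfected CHO-K1 host cells lacking M1 receptor as counterscreen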
# CHO-K1 Ca PAM: counter-screen for M1 PAMs: effect in parental CHO-K1 cells | activation, % at 3 µM | ATP EC20, Fluo-8 calcium fluorescence; 0% at ATP EC20, 100% at ATP max | 360,000 compounds, 0.02% hits | AID 602247;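 active = activation above the run cutoff, the mean activation of all test compounds plus 3 SD, cut at about 40% in these data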;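 note: peak over basal fluorescence ratio in a 140 s read after ATP addition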
# M4 PAM: CHRM4 positive allosteric modulation. P08173. CHO-K1 hM4/Gqi5, Fluo-8 calcium fluorescence, ACh EC20; 0% = ACh EC20, 100% = maximal ACh. activation, % at 3 µM. 360,000 compounds, 0.4% hits;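 active = activation above its plate's cutoff, the mean activation of sample wells plus 3 SD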; note: some results filed as inactive read as strong as hits
# Target sequence (P08173 whole entry, looked up): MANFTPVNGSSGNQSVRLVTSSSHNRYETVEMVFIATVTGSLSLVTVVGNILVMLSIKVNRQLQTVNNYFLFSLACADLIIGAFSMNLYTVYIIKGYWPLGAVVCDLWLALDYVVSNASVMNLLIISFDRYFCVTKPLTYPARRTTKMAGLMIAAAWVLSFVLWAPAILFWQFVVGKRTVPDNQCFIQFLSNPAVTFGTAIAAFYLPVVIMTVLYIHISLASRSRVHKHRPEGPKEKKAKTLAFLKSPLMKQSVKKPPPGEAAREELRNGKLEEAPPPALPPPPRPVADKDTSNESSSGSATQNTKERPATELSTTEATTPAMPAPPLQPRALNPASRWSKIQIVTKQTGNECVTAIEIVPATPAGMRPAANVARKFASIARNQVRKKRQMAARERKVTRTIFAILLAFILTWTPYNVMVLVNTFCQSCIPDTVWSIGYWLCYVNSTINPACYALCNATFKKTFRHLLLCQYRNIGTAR
# CHRM4 agonist: agonists of human muscarinic M4 receptor (CHRM4); CHO-K1 hM4/Gqi5, Fluo-8 calcium fluorescence; vehicle 0%, full acetylcholine response 100%; P08173; activation, % at 3 µM; AID 624127; 360,000 compounds, 0.14% hits;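 active = activation above the run mean over all test wells plus 3 SD, cut at about 32% in these data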;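 note: peak over basal fluorescence ratio per well then scaled between controls; 0% = DMSO wells and 100% = acetylcholine at EC100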
# CHO-K1 Ca antag: counter-screen for M1 antagonists: effect in parental CHO-K1 cells | 360,000 compounds, 0.6% hits | inhibition, % at 3 µM | ATP-induced calcium, Fluo-8 fluorescence | AID 602250;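 active = inhibition above a per-plate cutoff, the plate's mean sample inhibition plus 3 SD, cut at about 24% in these data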;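 note: 0% = DMSO plus EC80 ATP and 100% = DMSO alone without ATP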
# M4 antag: CHRM4 antagonism in calcium assay. inhibition, % at 3 µM. CHO-hM4 cells, ACh EC80, Fluo-8 calcium fluorescence. AID 624125. 360,000 compounds, 0.73% hits. P08173;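 active = inhibition above its plate's cutoff, the mean inhibition of sample wells plus 3 SD, cut at about 27% in these data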;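 note: 0% = acetylcholine EC80 with DMSO and 100% = DMSO without agonist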
# M5 antag: blocks acetylcholine activation of human M5 receptor. inhibition, % at 3 µM. 360,000 compounds, 0.59% hits. P08912. CHO-hM5 cells, Fluo-8 calcium fluorescence, ACh EC80;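 active = inhibition above a per-plate cutoff, the mean of that plate's test compounds plus 3 SD, cut at about 27% in these data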;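 note: 0% = acetylcholine EC80 with DMSO and 100% = DMSO without agonist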
# Numbers without * were called inactive; & = joins results of further samples. Compounds were not picked by outcome; 2.7% or so of the library scored in one or more.
SMILES,CHRM5 agonist,CHRM5 PAM,CHO-K1 Ca ag,CHO-K1 Ca PAM,M4 PAM,CHRM4 agonist,CHO-K1 Ca antag,M4 antag,M5 antag
CCCCC(=O)Nc1ccc(NC(=O)c2ccc([N+](=O)[O-])cc2)cc1OC,-2,-1,1.4,20,9,0,-5,3,8
O=C(C1=C[C@H](C2CC2)C[C@H](OCCCCO)O1)N1CCN(Cc2ccc3c(c2)OCO3)CC1,0,1,-0.2,-10,16,0,1,-8,1
CC(=O)N(C(C)=O)c1cccc(N(Cc2ccccc2)Cc2ccccc2)c1,-7,-20,-0.1,15,-3,-2,-16,-3,10
Cc1ccc2cccc(OCc3ccc(Br)cc3)c2n1,-6,-7,1.1,-4,-5,0,-17,-1,8
O=[N+]([O-])c1ccc(NN=Cc2cccc3ccccc23)nc1,-1,0,0.1,10,2,0,-13,0,10
Cc1cc(C(=O)CN2C(=O)c3ccccc3C2=O)c(C)n1C1CC1,0,2,-0.1,-4,2,0,-6,-3,-2
Oc1ccc(/C=N/N2CCN(C3c4ccccc4-c4ccccc43)CC2)cc1,-6,-3,0.6,17,3,2,-15,-7,8
O=C(NCc1ccco1)c1cc(C(=O)C2CCCCC2)c[nH]1,1,-2,0.5,-7,-6,0,3,19,2
O=C(CCS(=O)(=O)c1ccccc1)Nc1nc(-c2ccccn2)cs1,3,-6,3.8,28,7,6,-5,-21,-2
CC(=O)N(C(C)=O)N1C(=O)C2C3c4ccccc4C(c4ccccc43)C2C1=O (configuration not stated),-2,4,0.3,16,1,1,-15,5,13
CC(C)(C)NC(=O)CN1CCC(NC(=O)C23CC4CC(CC(C4)C2)C3)CC1,-2,4,0.7,-16,-1,2,13,-3,-1
Cc1cccc(OCC(=O)NNC(=O)c2cccs2)c1,-3,0,0.9,18,0,1,-6,9,-5

# Just CHO-K1 Ca antag and CHRM5 PAM, for 2 of the compounds above:
Structure	CHO-K1 Ca antag	CHRM5 PAM
Cc1ccc2cccc(OCc3ccc(Br)cc3)c2n1	-17	-7
O=[N+]([O-])c1ccc(NN=Cc2cccc3ccccc23)nc1	-13	0

# Carrying on.
SMILES,CHRM5 agonist,CHRM5 PAM,CHO-K1 Ca ag,CHO-K1 Ca PAM,M4 PAM,CHRM4 agonist,CHO-K1 Ca antag,M4 antag,M5 antag
COc1ccc(C(=O)CSc2cc(C)nc(SCC(=O)c3ccc(C)cc3)n2)cc1,-3,2,0.7,16,1,2,-9,-2,-1
COC(=O)c1cc(C(=O)OCC(=O)NCc2cccs2)cc([N+](=O)[O-])c1,-2,-3,0.4,20,4,-1,-13,5,17
CC(C)(C)c1cc(N)on1,2,4,0.7,14,0,1,-3,9,-9
Cn1c(-c2ccco2)nc2cc3ccccc3cc21,-9,3,-0.7,-7,3,1,3,-5,-6
CCOC(=O)N1CCN(Cc2nc(-c3ccccc3)no2)CC1,-5,-10,0.7,2,7,1,0,8,-4
Cc1cc(/C=N/NC(=O)CC#N)c(C)n1-c1ccc([N+](=O)[O-])cc1,-1,3,1.2,-3,2,1,-2,1,14
Cc1ccc(NC(=O)CSc2nnc3ccccn23)cc1S(=O)(=O)N1CCOCC1,-1,-4,1.4,6,2,6,-12,-4,8
COc1ccc(CCNC(=O)/C(C#N)=C2\N=C(NC(=O)c3cccs3)c3ccccc32)cc1,2,0,2.5,23,9,5,-11,-11,-4
CCOC(=O)c1cnc2c(ccc3ccccc32)c1NCCCN(C)C,-8,0,1.0,14,0,1,-8,0,-4
CCOC(=O)n1n[n+]([O-])c2ccccc21,-1,-1,1.4,19,1,2,-13,0,0
CC(C)(C)NC(=O)C(=O)N/N=C/c1ccc(F)cc1,-1,-5,1.1,19,-2,2,-6,-2,8
CC(C)N(C(=O)N1CCN(c2ccnc3cc(Cl)ccc23)CC1)C(C)C,1,-8,6.9,10,-9,13,-9,10,7
CCOC(=O)Nc1cccc(NC(=O)c2ccccc2F)c1,1,0,2.1,16,-3,3,-15,8,6
CC(=O)N1c2ccc(S(=O)(=O)N3CCCCC3)cc2CC1C(=O)Nc1cccc(C)c1 (configuration not stated),-3,-8,2.8,0,-2,5,-16,-14,-2
O=C(CSc1ncnc2nc[nH]c12)N1CCOCC1,3,-1,0.4,9,9,2,-10,-4,1
COc1ccc(-c2cc3ccc(OC)cc3cn2)cc1,16,18,0.7,16,5,1,-22,-12,6
CCCNC(=O)c1ccccc1NC(=O)COc1ccc(OC)cc1,0,-14,4.1,0,-8,10,-9,10,3
COC(=O)C1CCC(=O)N1C(c1ccc(OC)cc1)c1cc(OC)c(OC)c(OC)c1 (configuration not stated),1,-4,1.0,20,7,0,-22,-9,9
CCCOc1nc(N)c(C#N)c(-c2ccccc2F)c1C#N,-3,0,1.0,19,0,1,0,-9,0
CC(=O)c1cc2c(cc1NC(=O)C1CC1)OCO2,-3,11,-0.3,21,19,1,-11,-8,-7
OC(COc1ccccc1)CN1CCN(c2ccccc2)CC1 (configuration not stated),-11,-4,-0.1,-4,-2,0,-2,1,11
CCOC(=O)Cn1ncc(-c2ccccc2)c1N,-1,-5,0.3,4,6,0,-7,11,-2
C=CCNc1nc(N)c([N+](=O)[O-])c(N2CCCCCC2)n1,-1,-3,5.0,16,-6,2,-13,0,3
CCOc1ccc(CCNC(=O)COC(=O)c2cccc(OC)c2O)cc1OCC,0,0,0.6,1,1,1,1,3,-2
CCNC(=S)Nc1ccc(Cl)c(C(F)(F)F)c1,4,-9,14,-4,-10,11,18,8,26
COc1ccc(OC)c(Nc2ncnc3ccc(Br)cc23)c1,-7,-2,-0.2,21,1,0,-10,5,14
CCCCOc1ccccc1C1CC(=O)NC2=C1C(=O)CCC2 (configuration not stated),9,-3,4.7,24,8,5,-7,-15,-5
COc1ccc(/C=C2\SC(=O)N=C2N)cc1OC,3,1,1.5,4,-5,0,7,-2,-3
Cc1ccc(C(=O)Nc2cccc(C(F)(F)F)c2)cc1Nc1cncnc1,0&-5,0&-8,0.0&1.1,0&20,3&3,-1&6,2&9,-8&-16,7&2
COc1ccc(OCC(=O)Nc2ccccc2O)cc1,2,0,1.5,9,-5,3,2,13,-3
CSc1sc(-c2ccnc(SCC(=O)C(C)(C)C)n2)c2c1C(=O)CC(C)(C)C2,-2,3,0.8,17,2,0,0,-3,2
O=C(c1ccc(Cl)c(S(=O)(=O)N2CCCCC2)c1)N1CCN(Cc2ccccc2)CC1,-2,-6,6.7,-4,-7,5,-7,-4,7
COc1ccc(C(c2c(C)[nH]n(-c3ccccc3)c2=O)c2c(C)[nH]n(-c3ccccc3)c2=O)cc1OC,6,5,15*,28,2,2,0,4,-1
Cc1ccc(C)c(NC(=O)CCc2ccc(S(=O)(=O)NC3CCCCC3)cc2)c1,-2,1,0.7,25,1,5,-8,-6,-1
NC(N)=Nc1nc2ccccc2o1,4,-1,1.7,-4,-4,1,-7,8,4
Cn1c(=O)c2c(nc(NCC3CCCO3)n2Cc2cccc(Br)c2)n(C)c1=O (configuration not stated),-1,1,0.3,14,-8,0,-5,-2,2
CCn1c(C)cc(/C=C2/SC(=S)N(CC(=O)O)C2=O)c1C,-1,3,8.3,29,-5,3,-18,6,2
C[C@@]12C(=O)Nc3cc(F)ccc3C(=O)N1[C@H]1c3cc(Br)ccc3OC[C@@H]1[C@@H]2c1ccccc1,-3,-1,0.5,7,-6,1,-11,6,9
CC1=CC2=NC(=O)/C(=C\c3cccn3CCOc3ccccc3C)C(=N)N2O1,-3,-13,2.7,12,-6,5,-11,-11,6
Cn1cccc1Cc1nnc(SCC(=O)NC2CCCC2)n1CCc1ccccc1,0,-4,-0.3,-3,-13,3,8,16,-3
Cc1cccc(C(=O)N2CCN(c3ccc(C(F)(F)F)cn3)CC2)c1C,2,-9,14,17,4,9,-4,0,11
O=c1[nH]c(Cc2ccccc2)nc2ccccc12,-4,8,8.2,21,6,3,-10,0,6
COc1cccc(NC(=O)CN(C)C(=O)c2cccc(S(=O)(=O)Nc3ccc(C)cc3)c2)c1,2,-1,3.5,19,3,5,-23,1,4
CCN(C(=O)C1CCN(S(=O)(=O)c2cccc3nonc23)CC1)c1ccccc1,1,1,1.1,20,2,4,-2,4,1
CCOC(=O)C1CCN(C(=O)CSc2ccc(Cl)cc2)CC1,-4,2,1.0,17,2,1,1,0,9
Cc1cnc(CN2CCc3c([nH]c4ccccc34)C2CC(C)C)[nH]1 (configuration not stated),-4,-10,0.0,-9,-2,0,11,2,5
COc1ccc(/C(N)=N/OC(=O)c2cccc([N+](=O)[O-])c2C)cc1OC,0,-2,-0.1,-6,2,0,20,10,-3
CC(=O)Nc1ccc(NC(=O)CS(=O)(=O)c2cn(CC(=O)N3CCCC3)c3ccccc23)cc1,0,3,0.4,-3,1,1,8,-11,8
Cc1ccccc1CNC(=O)CCc1ccccc1,-1,-7,5.8,18,3,17,-7,-1,12
COc1cccc(-c2nc(CS(=O)(=O)CC(=O)NCCCc3ccccc3)c(C)o2)c1,-4,-7,0.4,20,-16,0,-12,26,2
COCCNC(=O)C(c1ccc(C)o1)N(Cc1cccs1)C(=O)c1snc(C(N)=O)c1N (configuration not stated),5,-14,6.9,11,-1,23,-11,5,8
CCOC(=O)c1cnc2c(F)ccc(F)c2c1Sc1ccccc1,-4,2,0.5,13,-4,0,-6,13,-1
Cc1ccc(C(=O)N2CCC3(CC2)Oc2ccc(F)cc2C(=O)C32CC(c3ccccc3)=NO2)s1 (configuration not stated),2,-9,0.5,4,5,3,-13,2,4
O=C(Oc1ccccc1)c1ccc2nccnc2c1,2,0,0.2,-6,-1,1,17,-9,-2
CSc1ncccc1C(=O)Nc1nc2ccc(F)cc2s1,1,-3,3.4,0,2,4,-9,-2,0
Cc1csc(NC(=O)c2cnc3ccccc3n2)n1,0,-3,2.0,-6,-1,5,-19,0,14
CC1CN(Cc2csc(-c3ccc(Cl)cc3)n2)CC(C)O1 (configuration not stated),-3,4,0.5,-4,4,1,-6,-4,0
CCN1CCN(c2ccc(NC(=O)c3cc4ccccc4cc3OC)cc2C)CC1,-9,-42,3.7,22,-13,7,-28,19,56*
COc1ccc2cc(C(=O)C3CCCN(C(=O)c4cc(=O)n(C)c(=O)n4C)C3)ccc2c1 (configuration not stated),0,-4,0.7,-1,-8,3,-2,3,0
CCC(Oc1ccccc1)C(=O)Nc1ccc(S(=O)(=O)Nc2cnc3ccccc3n2)cc1 (configuration not stated),-3,2,-0.4,1,-4,0,5,1,-5
COc1ccc2oc(=O)c(C(=O)C[n+]3cccc(C)c3)cc2c1,-4,0,-0.3,-13,-5,1,13,4,2
CCOc1cc(NC(=S)NCCCN2CCOCC2)c(OCC)cc1NC(=O)c1cccc(F)c1,0,-2,1.0,-3,0,1,-10,6,13

# As entered above.
# CHRM5 PAM with COc1cccc(-c2nc(CS(=O)(=O)CC(=O)NCCCc3ccccc3)c(C)o2)c1 reads -7
# CHO-K1 Ca PAM with CSc1ncccc1C(=O)Nc1nc2ccc(F)cc2s1 reads 0
# CHRM4 agonist with COCCNC(=O)C(c1ccc(C)o1)N(Cc1cccs1)C(=O)c1snc(C(N)=O)c1N (configuration not stated) reads 23
# M5 antag with COc1ccc2oc(=O)c(C(=O)C[n+]3cccc(C)c3)cc2c1 reads 2
# M5 antag with Cc1ccc(C(=O)N2CCC3(CC2)Oc2ccc(F)cc2C(=O)C32CC(c3ccccc3)=NO2)s1 (configuration not stated) reads 4

# Screening data from PubChem.
